# Bioassay records as filed in PubChem BioAssay.
# KCNQ1 block: human KCNQ1 channel inhibition | 1.3% of 310,000 active | B-score at 10 µM | P51787 | CHO-K1 KCNQ1, FluxOR thallium flux fluorescence; active compounds read high;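 active = compounds whose thallium flux B-score, printed positive for inhibition, exceeds three library SD while starting fluorescence stays within three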;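 also: channel opened by potassium depolarization with thallium stimulus after 20 min compound exposure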
# Target sequence (P51787 whole entry, looked up): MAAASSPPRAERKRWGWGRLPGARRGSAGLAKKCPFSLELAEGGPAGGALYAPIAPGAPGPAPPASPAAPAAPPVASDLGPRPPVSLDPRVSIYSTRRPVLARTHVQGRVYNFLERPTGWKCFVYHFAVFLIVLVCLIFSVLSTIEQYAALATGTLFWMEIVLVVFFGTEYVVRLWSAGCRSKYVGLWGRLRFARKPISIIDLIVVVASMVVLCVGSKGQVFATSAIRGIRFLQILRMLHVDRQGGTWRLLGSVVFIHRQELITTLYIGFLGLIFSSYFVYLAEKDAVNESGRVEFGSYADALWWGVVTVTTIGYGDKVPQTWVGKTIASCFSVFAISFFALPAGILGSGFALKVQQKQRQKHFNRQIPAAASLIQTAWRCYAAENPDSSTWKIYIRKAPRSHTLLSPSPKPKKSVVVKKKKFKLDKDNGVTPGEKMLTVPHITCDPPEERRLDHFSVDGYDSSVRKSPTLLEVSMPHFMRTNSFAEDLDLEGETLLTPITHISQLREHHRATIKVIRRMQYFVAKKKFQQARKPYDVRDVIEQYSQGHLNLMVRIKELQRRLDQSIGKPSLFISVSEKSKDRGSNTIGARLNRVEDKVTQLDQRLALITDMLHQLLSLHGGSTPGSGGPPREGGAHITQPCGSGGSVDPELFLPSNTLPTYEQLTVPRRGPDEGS
# KCNK3 inh: human KCNK3 channel inhibition, primary screen; O14649; CHO-KCNK3 thallium flux, FluxOR fluorescence; active compounds read low; B-score at 10 µM; 0.84% of 340,000 active; AID 602410;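 active = B-score under library mean minus 4 SD, starting fluorescence ratio at most library mean plus 5 SD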;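 also: more negative B-score means stronger inhibition of thallium flux through KCNK3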
# KCNQ1 pot: potentiates or activates the human KCNQ1 potassium channel; CHO-K1 KCNQ1, thallium flux FluxOR fluorescence; active compounds read high; P51787; 0.35% of 310,000 active; B-score at 10 µM;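 active = fluorescence ratio B-score, a plate-corrected score, at least three library SD, with initial intensity B-score within 5 SD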
#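 Assay system: stable KCNQ1 CHO-K1 line; medium: assay buffer, equal DMSO in all wells; timing: 90 min dye loading and 20 min compound exposure, both at room temperature; technique: kinetic FluxOR thallium fluorescence, 10-s 1-Hz baseline, 110-s post-stimulus read; read-out basis: B score of baseline-normalized fluorescence ratio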
# GSK3beta inhib: inhibitors of human GSK3beta kinase. P49841. GST-GSK3beta kinase, ADP-Glo luminescence, 60 min; active compounds read low. activity score (negative = inhibition), % at 10 µM. 0.038% of 300,000 active. AID 2097;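 active = more than half of replicate wells score below -50%, meaning over 50% inhibition versus plate controls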;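 also: 0% = median DMSO wells and -100% = median GW8510 positive control wells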
#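 Assay system: GST-tagged human GSK3beta kinase, cell-free; Input: 1.6 ng GSK3beta; Medium: Tris/MgCl2 kinase buffer; Timing: 60 min enzyme reaction, room temperature; Signal: ADP-Glo luminescence quantifying ADP generated by kinase; Evaluation: score relative to plate controls; Benchmarks: DMSO neutral wells and GW8510 at 20 µM as positive.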
# RGS4 pot: potentiators or activators of RGS4 | AID 463111 | 0.92% of 310,000 active | B-score at 10 µM | HEK293 M3R/inducible RGS4, carbachol calcium flux Fluo4; active compounds read low;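 active = B-score of the integrated calcium signal more than 4 SD below the library mean, with starting fluorescence not abnormally high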;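 also: negative B-score means reduced calcium response which marks RGS4 activation or potentiation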
#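 Detection: kinetic calcium fluorescence imaging with Fluo4-AM dye, 2 µM / Material: HEK293 cells with stable M3R and inducible RGS4 / Schedule: recording 10 s baseline at 1 Hz, 100 s post-agonist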
# DYRK1A inh: Dyrk1A (rat) kinase inhibition | AID 504441 | ADP-Glo luminescence, NFATc1 peptide | Q63470 | 0.43% of 310,000 active | inhibition, % at 12.5 µM; in the data active = inhibition above about 50%;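 also: plate controls were vehicle with enzyme for no effect and no enzyme for full effect; many of its hits are not listed in these tables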
# PolyA inh: inhibitors of polyadenylation in S. cerevisiae; 0.02% of 300,000 active; calls only at 12 µM; S. cerevisiae SKY197-pL101 polyadenylation reporter, beta-gal luminescence; efflux-impaired pdr1/pdr3 knockout yeast; score 100 = 6 SD above DMSO;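 active = lowest replicate activity score at least 50, where 100 means six control SD above control mean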;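 also: yeast exposed to compound for 9 h at 30 °C; higher score means more reporter readthrough which indicates perturbed polyadenylation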
# RGS4 inh: human RGS4 inhibition | HEK293 M3R/RGS4 inducible, Fluo-4 calcium flux; active compounds read high; triggered by carbachol at its EC20 | 0.45% of 310,000 active | AID 463165 | B-score at 10 µM | P49798;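 active = B-score, a plate-corrected calcium signal, over three deviations above library mean, with baseline fluorescence within five deviations of library mean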;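 also: RGS4 expression induced by doxycycline in cells with stable M3 receptor; B-score is computed from the integrated fluorescence ratio over baseline after carbachol; higher B-score means a larger calcium signal and so more RGS4 inhibition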
# Target sequence (P49798 whole entry, looked up): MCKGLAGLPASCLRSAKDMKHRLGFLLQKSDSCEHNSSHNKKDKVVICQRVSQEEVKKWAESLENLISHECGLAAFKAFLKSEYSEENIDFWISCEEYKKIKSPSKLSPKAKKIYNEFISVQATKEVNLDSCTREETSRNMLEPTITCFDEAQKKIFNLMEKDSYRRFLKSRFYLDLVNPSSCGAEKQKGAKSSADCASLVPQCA
# hERG protect: compounds protecting human hERG from proarrhythmic drug block | 0.51% of 310,000 active | AID 1511 | Q12809 | CHO-hERG, FluxOR thallium flux, dofetilide IC70 present | activation (rescue from dofetilide block), less the hit threshold, % at 10 µM;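 active = activation above the mean of controls blocked by dofetilide plus 5 SD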;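 also: thallium influx through hERG after potassium depolarization seen as dye fluorescence rise; in these data hits start at about 4.7%; inactives centre near -7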
# KCNK9 inh: human KCNK9 channel inhibition | AID 488922 | Q9NPC2 | HEK293 KCNK9, FluxOR thallium flux fluorescence; active compounds read low | B-score at 10 µM | 1.2% of 310,000 active;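 active = ratio B-score over 3 SD below the library mean, with starting fluorescence within 5 SD of its mean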;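 also: negative B-score means less thallium flux so channel inhibition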
# GSK3A inh: human GSK-3 alpha kinase inhibition; 0.1% of 320,000 active; AID 2650; P49840; ADP-Glo luminescence, 60 min; inhibition, % at 10 µM;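 in the data active = inhibition above about 50%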;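 also: GST-tagged GSK-3 alpha with peptide substrate and 25 µM ATP; 0% = DMSO neutral wells and 100% = GW8510 positive control wells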
# Active calls of the source: *; i = inactive; / = no result given. Some of the compounds tested (hit frequency here may not be typical).
SMILES,KCNQ1 block,KCNK3 inh,KCNQ1 pot,GSK3beta inhib,RGS4 pot,DYRK1A inh,PolyA inh,RGS4 inh,hERG protect,KCNK9 inh,GSK3A inh
COc1cc(/C=N/Nc2nc3ccccc3[nH]2)cc(Br)c1OCC(=O)N(C)C,i,i,i,0,i,-5,i,i,-7,i,-1
CCOc1ccc(CNC(=O)CCSCc2ccccc2F)cc1OC,i,i,i,-1,i,7,i,i,-12,i,-4
N#Cc1ccc(/C=N/NC(=O)c2cc(-c3cccs3)nc3ccccc23)cc1,6*,i,i,0,i,6,i,i,-15,i,-1
CCCCn1ccnc1C(=O)c1cccc(S(=O)(=O)N2c3ccccc3CC2C)c1 (stereo not given),6*,i,i,2,i,-6,/,i,-5,-12*,0
CCOc1ccccc1NC1c2ccccc2C(=O)N1Cc1ccco1 (stereo not given),i,-11*,i,1,i,1,i,i,-12,i,0
Nc1ccc2oc(-c3ccccc3Cl)cc(=O)c2c1O,i,i,i,2,i,-5,i,i,2,i,-3
Cc1nn(-c2ccccc2)c(C)c1NC(=O)COC(=O)c1ccc(Cl)c(S(N)(=O)=O)c1,i,i,i,0,i,2,i,i,-20,i,-3
O=C(Cn1cc([N+](=O)[O-])nc1[N+](=O)[O-])N1CCN(c2ccccc2)CC1,i,i,i,1,i,-4,i,i,-6,i,3
CCOC(=O)c1sc(C)c2c1NC(c1ccc(N(C)C)cc1)NC2=O (stereo not given),i,i,i,15,i,1,i,i,-3,i,0
Cc1ccc(C(=O)NCCNS(C)(=O)=O)cc1,i,i,i,1,i,8,i,i,-7,i,-2
CC(C)(C)C(=O)Nc1ccc(-c2cnco2)cc1,i,i,i,2,i,2,i,i,-7,i,0
COc1cc(NC(=O)C2CCCN2S(=O)(=O)c2cccc3cccnc23)cc(OC)c1OC (stereo not given),i,i,i,1,i,-4,i,i,-1,i,-3
COc1cc(OC)cc(C(=O)Nc2ccc(-c3nc4ccccc4o3)c(O)c2)c1,i,i,i,6,i,0,i,i,-19,i,-1
CN(C)c1ccc(C(=O)Nc2nnc(-c3ccc(Cl)cc3)o2)cc1,i,i,i,0,i,-5,i,i,-6,i,-3
Cc1cccc(-c2nnc(SCC#N)n2Cc2ccccc2)c1,i,i,i,-1,i,7,i,i,-13,i,0
Cc1c(Br)c([N+](=O)[O-])nn1CC(=O)NCc1cccs1,i,i,i,-3,i,-3,i,i,-11,i,-2
Cc1cc(CCN2CCC(=O)NC2=O)ccc1OC(C)C,i,i,i,3,i,-7,i,i,1,i,-5
Fc1ccc(CSc2nc3ccccc3[nH]2)c2ccccc12,6*,i,i,1,i,10,i,i,-13,i,-1
CCOc1ncccc1C(=O)OCC(=O)c1cc(OC)ccc1OC,i,i,i,3,i,/,i,i,-8,i,0
O=C(NCc1ccccc1)OCCN1CCN(Cc2ccccc2)CCC1=O,i,i,i,2,i,-5,i,i,-8,i,-1
Cc1cc(=S)nc(-c2ccccn2)[nH]1,i,i,i,1,i,-1,i,i,2,i,0
Cc1c(C)n(C(=O)CN2CCC(C)CC2)c2ccccc12,/,i,/,-9,/,-1,i,/,/,/,0
COc1cc(C(=O)Nc2ccc(C(=O)c3cccs3)cc2)cc(OC)c1OC,i,i,i,0,i,3,i,i,-19,i,-4
CCCOC(=O)C1[C@H]2C(=O)N(Cc3ccco3)C[C@]23C=C[C@H]1O3 (stereo not given in full),i,i,i,11,i,-2,i,i,-6,i,0
Cc1ccc(NC(=O)CSCC(=O)Nc2sccc2C#N)cc1,i,i,i,2,i,-5,i,i,-10,i,-1
# (cont.)
SMILES,KCNQ1 block,KCNK3 inh,KCNQ1 pot,GSK3beta inhib,RGS4 pot,DYRK1A inh,PolyA inh,RGS4 inh,hERG protect,KCNK9 inh,GSK3A inh
Cc1nnsc1C(=O)NNc1ccc(C(C)(C)C)cc1,i,i,i,-1,i,1,i,i,-10,i,1
Cc1cc(C)c(C#N)c(SCC(=O)C(C)(C)C)n1,i,i,i,2,i,/,i,i,-9,i,2
O=Cc1c(N2CCN(CCO)CC2)nc2ccccn2c1=O,13*,i,i,2,i,-5,i,i,-16,i,1
Cc1cc(OCCn2ccnc2)cc(C)c1Cl,i,i,i,-1,i,3,/,i,-8,i,3
Cc1ccc(C(=O)NN2C(=O)c3ccc(S(=O)(=O)c4ccc(C(=O)O)cc4)cc3C2=O)cc1,i,i,i,-3,i,-2,/,i,-9,i,1
COc1cccc(NC2=CC(=O)CC(C)(C)C2)c1,i,i,i,-2,i,18,i,i,-6,i,-1
COc1ccccc1/C=C1\SC(=S)N(CCC(=O)NNC(=O)c2ccccc2O)C1=O,6*,i,i,2,i,-3,i,i,-28,i,-1
COc1cccc(NC(=O)CN2CCC(C)CC2)c1,i,i,i,0,i,-1,i,i,-16,i,-2
COCCSc1ccccc1C(=O)N1CCN(c2ccccc2OC)CC1,i,i,i,0,i,0,i,i,-19,i,0
Cc1oc(/N=C/c2ccc(Cl)cc2Cl)c(C#N)c1C,i,i,i,0,i,-3,i,i,-11,i,/
COc1ccccc1CN1CCN(Cc2nc(Cc3ccccc3)no2)CC1,i,i,i,3,i,-3,i,i,-10,i,0
COC(=O)Nc1nnc(/C=C/c2ccc(OC)cc2)s1,i,i,i,4,i,-4,i,i,-5,i,-3
CC1(C(=O)NCCCNc2ncc(C(F)(F)F)cc2Cl)C=CCN1C(=O)c1ccccc1 (stereo not given),i,i,i,2,i,3,i,i,-3,i,-4
Cc1nc2cc(NC(=O)Nc3cccc([N+](=O)[O-])c3)ccc2n1C,i,i,i,0,i,1,i,i,-1,i,/
CCN(CC)S(=O)(=O)c1ccc(N(C)Cc2cccnc2)nc1,i,i,i,2,i,-2,i,i,-9,i,-2
Cc1ccc(-c2nn3cnnc3c3ccccc23)cc1C,i,i,i,-10,i,13,i,i,-9,i,9
COc1ccc(NC(=O)CN(C)S(=O)(=O)c2ccc(C)cc2)c([N+](=O)[O-])c1,i,i,i,3,i,-2,i,i,-6,i,-1
Cc1ccc(Nc2ncccc2C(=O)NCc2cccs2)c(C)c1,i,i,i,0,i,-2,i,i,-13,i,-1
COC(=O)CSC1=C(C#N)C(c2cccc(F)c2)CC(=O)N1 (stereo not given),i,i,i,4,i,2,i,i,-4,i,-1
O=C(Cn1cnc2ccccc2c1=O)c1c[nH]c2ccccc12,i,i,i,0,i,-8,i,i,-6,i,-2
O=C(COC(=O)CNS(=O)(=O)c1ccc(F)c(F)c1F)NC1CCCC1,i,i,i,1,i,-4,i,i,-3,i,5
Fc1ccc(CSc2nnc(-c3cccnc3)o2)cc1,i,i,i,-4,i,7,i,i,-1,i,5
Cc1ccc(Cn2c(=O)n(CCC(=O)NCc3ccc4c(c3)OCO4)c(=O)c3ccccc32)cc1,i,i,i,0,i,10,i,i,-11,i,-1
COc1ccc(OC)c(-n2c(N)c(C(=O)NCC3CCCO3)c3nc4ccccc4nc32)c1 (stereo not given),i,i,i,3,i,0,i,i,-1,i,/
C1CCC(n2nnnc2CN2CCCC2)CC1,i,i,i,-2,i,0,i,i,-3,i,0
# Next entries
SMILES,KCNQ1 block,KCNK3 inh,KCNQ1 pot,GSK3beta inhib,RGS4 pot,DYRK1A inh,PolyA inh,RGS4 inh,hERG protect,KCNK9 inh,GSK3A inh
COc1ccc2oc(C(=O)OCC(=O)NC3CC3)c(C)c2c1,i,i,i,4,i,-4,i,i,-8,i,1
Cc1nnc(SCc2ccccc2)nc1-c1ccccc1,i,i,i,5,i,5,i,i,-11,i,-4
CCOc1ccc(CC(=O)Nc2ccc(NC(=O)c3ccco3)cc2)cc1OCC,i,i,i,1,i,/,i,i,-10,i,/
C=CCNCC(=O)Nc1sc2c(c1C(=O)Nc1ccc(OC)cc1OC)CCC2,i,i,i,1,i,2,i,i,-6,i,-4
O=C(COC(=O)c1ccc2ccccc2c1O)NCC(F)(F)F,i,i,i,-1,i,-2,i,i,-7,i,-3
CCCn1c(/C=C/c2cc[n+](C)cc2)nc2ccccc21,i,i,i,-3,i,3,i,i,-20,i,0
CC(=O)N1CC=CC1(CC(C)C)C(=O)NCCc1c[nH]c2ccccc12 (stereo not given),i,i,i,-3,i,2,i,i,-7,i,-1
O=C(C1CCN(c2ncnc3c2sc2cccc(F)c23)CC1)N1CCOCC1,i,i,i,3,i,12,/,i,-8,i,-2
CCC(C)(C(=O)NC1CCCC1)N(C(=O)CNC(C)=O)c1ccccc1 (stereo not given),i,i,i,-1,i,31,i,i,-7,i,0
Cc1ccc(SCCCCN2C(=O)NC(C)(C)C2=O)cc1,i,i,i,-1,i,-3,i,i,-1,i,-2
COc1ccc(C(=O)NC(=S)Nc2ccc(N3CCCC3)cc2)cc1,i,i,i,1,i,2,i,i,-10,i,0
O=C(CSc1nc(-c2ccc(F)cc2)cc(C(F)(F)F)n1)NCc1cccs1,i,i,i,1,i,-6,i,i,-5,i,0
CC(NC(=O)COC(=O)CCc1nc(=O)c2ccccc2n1C)c1ccccc1 (stereo not given),i,i,i,1,i,-1,i,i,-6,i,-2
Nc1ncnc(N(c2ccccc2)C2CCCCC2)c1[N+](=O)[O-],i,i,i,1,i,1,i,i,-14,i,0
Cn1c(CCNC(=O)C2CCCCC2)nc2cc([N+](=O)[O-])ccc21,i,i,i,-2,i,/,i,i,-12,i,-2
COc1ccc(Nc2sc(C(=O)c3ccc(Cl)cc3)c(N)c2C(=O)Nc2ccccc2OC)cc1,i,i,i,0,i,/,i,i,-6,i,-3
CCN(CC)c1ccc(NC(=O)c2cnccn2)cc1S(=O)(=O)Nc1ccc(OC)cc1,i,i,i,-1,i,-2,i,i,-6,i,-1
Cn1c2ccccc2c(=O)c2c(=O)n(-c3ccc(F)cc3)c(-c3cccs3)nc21,i,i,i,3,i,1,/,i,-2,i,3
COc1cc(C=O)ccc1Oc1nnnn1-c1ccccc1,i,i,i,1,i,11,i,i,-6,i,-5
CC(=O)Nc1ccc(/C=C(\C#N)C(=O)NC2CCCCC2)cc1,i,i,i,2,i,-4,i,i,-7,i,1
